Compound activity: PubChem, several laboratories
Mtb UGM inh – Mtb UDP-galactopyranose mutase inhibition. P9WIQ1. purified UGM, fluorescence polarization probe displacement. inhibition, % at 10 µM. 320,000 compounds, 0.06% hits; in the data active means inhibition above about 10%, passing the limit was not always enough; inconclusive means no clear call, values can overlap the other calls
BoNT F protease – inhibitors of Botulinum neurotoxin F light chain protease; Multiplex microsphere protease cleavage assay, flow cytometry; inhibition, % at 10 µM; 360,000 compounds, 0.22% hits; AID 588497; in the data active means inhibition above about 35%, passing the limit was not always enough; inconclusive means no clear call, values can overlap the other calls; further: plate controls were buffer without enzyme for full effect and enzyme alone for no effect
VHR inh abs – inhibitors of human VHR1 phosphatase (DUSP3); P51452; recombinant VHR phosphatase, pNPP absorbance; inhibition, % at 13.3 µM; 290,000 compounds, 0.52% hits; AID 1654; in the data active means inhibition above about 50%; further: some compounds called inactive have numbers as strong as hits
Target sequence (P51452 whole entry, looked up): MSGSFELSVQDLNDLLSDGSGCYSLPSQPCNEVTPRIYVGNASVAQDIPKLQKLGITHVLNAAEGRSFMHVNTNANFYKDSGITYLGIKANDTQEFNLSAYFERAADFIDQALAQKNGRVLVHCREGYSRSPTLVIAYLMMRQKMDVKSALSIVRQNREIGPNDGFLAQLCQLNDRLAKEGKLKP
MazF activator – activators of E. coli MazEF toxin-antitoxin RNase; P0AE70; FAM/BHQ RNA-DNA oligo cleavage fluorescence, 5 h; activation, % at 20 µM; 350,000 compounds, 0.32% hits; AID 504720; in the data active means activation above about 50%
Target sequence (P0AE70 whole entry, looked up): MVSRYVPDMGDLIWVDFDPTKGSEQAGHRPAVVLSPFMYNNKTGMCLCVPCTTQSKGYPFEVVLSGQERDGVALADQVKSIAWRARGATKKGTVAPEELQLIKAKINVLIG
GDH-TPI counter – GDH-TPI coupled enzyme inhibition counter-screen; GDH-TPI coupled enzyme counterscreen, NADH absorbance; inhibition, % at 4.8 µM; 360,000 compounds, 1.2% hits;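 further: 0% = DMSO wells and 100% = wells lacking the enzyme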
FadD28 binding – blocks FadD28 binding to the bisubstrate probe. fluorescence polarization. inhibition, % at 12.5 µM. 360,000 compounds, 0.22% hits; in the data active means inhibition above about 8.5%, passing the limit was not always enough; inconclusive means no clear call, values can overlap the other calls
BioA inh – inhibitors of Mycobacterium tuberculosis BioA enzyme; purified M. tuberculosis BioA enzyme, plate reader; inhibition, % at 9.99 µM; 360,000 compounds, 0.096% hits; AID 602481; in the data active means inhibition above about 40%; inconclusive means no clear call, values can overlap the other calls
Mtb FBA inh – inhibits M. tuberculosis FBA enzyme | inhibition, % at 1 µM | 360,000 compounds, 2.3% hits | purified M. tuberculosis FBA, fluorescence read-out | P9WQA3; in the data active means inhibition above about 27%;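 further: 0% = vehicle and 100% = reference inhibitor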
Target sequence (P9WQA3 whole entry, looked up): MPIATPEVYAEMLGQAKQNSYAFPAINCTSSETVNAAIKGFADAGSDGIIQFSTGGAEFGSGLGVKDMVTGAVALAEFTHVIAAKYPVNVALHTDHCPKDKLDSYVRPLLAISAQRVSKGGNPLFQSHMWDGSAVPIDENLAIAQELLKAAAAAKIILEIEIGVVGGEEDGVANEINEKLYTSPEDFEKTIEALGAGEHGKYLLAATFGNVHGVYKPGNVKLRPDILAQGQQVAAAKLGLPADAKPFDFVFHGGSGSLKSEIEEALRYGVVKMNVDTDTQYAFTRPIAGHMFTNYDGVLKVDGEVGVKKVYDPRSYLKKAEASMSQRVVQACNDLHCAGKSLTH
Rv3671c inh – Rv3671c (M. tuberculosis) protease inhibition; P9WHR9; inhibition, % at 5.96 µM; 320,000 compounds, 0.048% hits; in the data active means inhibition above about 38%;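 further: extracellular domain of Rv3671c used as enzyme; 0% = enzyme with DMSO and 100% = no enzyme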
Target sequence (P9WHR9 whole entry, looked up, the tested form may be a part): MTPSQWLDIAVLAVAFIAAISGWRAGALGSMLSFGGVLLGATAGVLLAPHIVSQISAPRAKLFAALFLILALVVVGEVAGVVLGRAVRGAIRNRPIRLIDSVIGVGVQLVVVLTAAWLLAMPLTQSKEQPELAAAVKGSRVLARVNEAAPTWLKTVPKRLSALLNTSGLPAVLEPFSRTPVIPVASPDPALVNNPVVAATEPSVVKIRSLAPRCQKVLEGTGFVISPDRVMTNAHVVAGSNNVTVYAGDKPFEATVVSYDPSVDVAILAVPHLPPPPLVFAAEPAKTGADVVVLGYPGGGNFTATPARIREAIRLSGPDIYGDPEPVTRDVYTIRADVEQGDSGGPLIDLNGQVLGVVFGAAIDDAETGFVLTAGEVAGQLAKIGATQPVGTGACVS
CCHF vOTU inh – blocks the CCHF virus ovarian tumor domain protease; CCHFV vOTU protease, Pep-AMC fluorescence; inhibition, % at 11.5 µM; 370,000 compounds, 0.55% hits; AID 651958; further: 0% = vehicle wells with enzyme and 100% = no enzyme wells
* = called active by the depositor; ? = inconclusive; nt = no result given. Unless noted, no stated cut-off is given here; in the data, active means inhibition above about 30%; inactive means the rest.

#1 Cc1ccc(-c2nnn(CC(=O)N3C(C)CCCC3C)n2)cc1 (stereo not given)
#2 CC(C)c1ccc(N2C(=O)CC(Sc3ncn[nH]3)C2=O)cc1 (stereo not given)
#3 COc1ccc(-c2cc(CCCC(=O)NCCc3cc(OC)ccc3OC)no2)cc1
#4 Cc1ccc(NC2=NC(c3ccccc3)n3c(nc(C)cc3=O)N2)c(C)c1 (stereo not given)
#5 Cn1c(-c2ccc3c(c2)OCO3)cnc1NCc1cccc(Cl)c1

assay / entry	1	2	3	4	5
Mtb UGM inh	-1.4	2.2	-0.7	0.1	-3.1
BoNT F protease	nt	19	-10	-1	9
VHR inh abs	-5	-1	10	45	2
MazF activator	1	7	0	26	-2
GDH-TPI counter	7	15	4	4	9
FadD28 binding	-2.1	-1.3	-1.9	0.2	-2.0
BioA inh	-1.3	-2.3	-1.5	-2.0	3.7
Mtb FBA inh	3	1	5	-2	-1
Rv3671c inh	-2	4	-4	4	13
CCHF vOTU inh	6	8	-6	3	nt

#6 Cc1cc(C=C2C(=O)c3ccccc3C2=O)c(C)n1-c1ccc(Cl)cc1
#7 CN[C@H]1C[C@H]2c3[nH]c4ccc(-c5cccc(C)c5)cc4c3CCN2C[C@H]1[C@H](C)O
#8 Cc1cc(NC(=O)CSc2nnc(-c3ccccc3Cl)o2)no1
#9 CCOc1ccc(CN2CCN(S(=O)(=O)c3ccc(NC(C)=O)cc3)CC2)cc1OC
#10 CCOc1ccccc1N(C)C(=O)C1CCN(S(=O)(=O)c2cccc3nonc23)CC1

assay / entry	6	7	8	9	10
Mtb UGM inh	nt	nt	-2.0	-0.9	-0.3
BoNT F protease	1	-22	-15	-5	6
VHR inh abs	-4	nt	-17	8	-12
MazF activator	-267	-16	12	-1	-3
GDH-TPI counter	0	5	-3	6	6
FadD28 binding	-2.9	-4.3	-1.3	-0.8	1.1
BioA inh	nt	0.2	-1.1	nt	1.0
Mtb FBA inh	-5	4	-2	2	13
Rv3671c inh	nt	nt	2	4	0
CCHF vOTU inh	-9	1	3	0	2

#11 Cc1c(NC(=O)c2ccc(F)cc2)c(=O)n(-c2ccccc2)n1C
#12 CCOC(=O)N1CCN(C(=O)CCc2c(C)nc3nc(C)nn3c2C)CC1
#13 C/C=C/c1ccc(OCC(=O)NNC(=O)CN(C)S(=O)(=O)c2ccc(C)cc2)c(OC)c1
#14 C=CCSC1=N/C(=C\c2cc(OCC)c(OC(C)=O)c([N+](=O)[O-])c2)C(=O)S1
#15 Cc1ccc(C(=O)N/C(=C\c2ccc(-c3cc(Cl)ccc3Cl)o2)C(=O)NCc2cccnc2)cc1

assay / entry	11	12	13	14	15
Mtb UGM inh	0.3	2.1	-1.4	-0.4	-0.4
BoNT F protease	1	-4	-2	-3	-4
VHR inh abs	21	19	nt	21	16
MazF activator	9	8	5	-11	-20
GDH-TPI counter	-1	5	-3	3	40*
FadD28 binding	1.2	-1.5	-2.5	1.5	0.3
BioA inh	4.7	-1.3	-1.0	nt	nt
Mtb FBA inh	-2	3	-1	-13	9
Rv3671c inh	3	0	4	-5	-26
CCHF vOTU inh	-7	-12	2	10	1

#16 O=C(Nc1ccn(CCCNCc2ccc3c(c2)OCO3)c(=O)n1)OCc1ccccc1
#17 COc1ccc(NC(=O)CSc2nc3n[nH]c(C)c3c(=N)n2-c2ccc(Cl)c(C)c2)cc1OC
#18 c1ccc2c(CCNCc3ccc4c(c3)OCO4)c[nH]c2c1
#19 Cc1[nH]c2ccccc2c1CN1CCc2ccccc2C1
#20 Nc1c(Cl)cc(-c2cn(CCC(=O)O)c(-c3ccc(Cl)nc3)n2)cc1Cl

assay / entry	16	17	18	19	20
Mtb UGM inh	nt	1.5	4.4	-2.7	0.2
BoNT F protease	0	6	-13	-12	7
VHR inh abs	nt	4	4	8	nt
MazF activator	7	111*	4	-12	0
GDH-TPI counter	5	1	-2	6	0
FadD28 binding	-2.4	-5.2	-2.1	-1.0	-2.2
BioA inh	-0.4	-1.1	0.8	-2.2	-4.4
Mtb FBA inh	-2	2	0	3	-2
Rv3671c inh	nt	0	0	1	15
CCHF vOTU inh	7	nt	1	-15	-5

#21 O=C(Cn1ccc(NC(=O)OCc2ccccc2)nc1=O)NCCCn1ccnc1
#22 CC(=O)Cc1nsc(NC(=O)c2ccco2)n1
#23 O=C(Nc1ccc(Br)cc1F)c1nc[nH]c1C(=O)N1CCc2ccccc2C1
#24 CC(=O)Nc1ccc(Nc2ncnc3c2nnn3Cc2ccccc2Cl)cc1
#25 COc1cccc(-c2nc(C=O)cs2)c1

assay / entry	21	22	23	24	25
Mtb UGM inh	-2.4	0.7	nt	nt	-0.4
BoNT F protease	2	-5	1	-23	-3
VHR inh abs	nt	0	nt	52*	0
MazF activator	9	14	0	3	-2
GDH-TPI counter	-8	1	1	14	2
FadD28 binding	-2.2	-5.1	-0.9	-1.9	-1.0
BioA inh	-0.6	-0.9	-2.1	-2.6	nt
Mtb FBA inh	-2	-2	4	3	0
Rv3671c inh	-4	5	nt	nt	1
CCHF vOTU inh	-2	-14	-1	-2	13

#26 COc1cccc2cc(/C(C)=N/Nc3nc(-c4cc(C)ccc4C)cs3)c(=O)oc12
#27 CCOC(=O)C1CCCN(S(=O)(=O)c2cc3c4c(c2)CCN4C(=O)CC3)C1 (stereo not given)
#28 O=C(COc1cccc2c1CCN(Cc1ccccc1)C2=O)NCc1ccco1
#29 Cc1sc2ncnc(SCC(=O)c3cccs3)c2c1C
#30 Cc1ccc(NC(=O)C2CCN(S(=O)(=O)c3ccc(C(C)(C)C)cc3)CC2)cc1S(=O)(=O)N1CCOCC1

assay / entry	26	27	28	29	30
Mtb UGM inh	2.1	0.3	1.9	0.2	nt
BoNT F protease	-11	-15	-2	-5	-3
VHR inh abs	16	nt	-1	-11	nt
MazF activator	-8	6	0	8	-4
GDH-TPI counter	7	-12	-4	18	5
FadD28 binding	-0.2	-1.7	-3.7	0.1	-2.6
BioA inh	-2.4	0.4	5.6	0.5	0.8
Mtb FBA inh	1	0	-5	-3	-1
Rv3671c inh	3	5	-16	-2	nt
CCHF vOTU inh	3	3	-10	1	11

#31 COc1nc(C)cc(C)c1S(=O)(=O)c1ccc(Cl)cc1
#32 C[C@H](NC(=O)C1CCN(S(=O)(=O)c2ccccc2)CC1)C(=O)NCc1ccco1
#33 O=C(Nc1ccc2c(c1)OCO2)C1CCCCN1S(=O)(=O)c1ccccc1 (stereo not given)
#34 COC(=O)c1ccc(NS(=O)(=O)c2cc(-c3cc(C)no3)ccc2OC)cc1
#35 Cc1nn2c(=O)[nH]cnc2c1Cl

assay / entry	31	32	33	34	35
Mtb UGM inh	-1.2	0.8	-0.7	2.6	nt
BoNT F protease	0	10	-6	11	-2
VHR inh abs	24	17	23	8	nt
MazF activator	1	-3	4	4	2
GDH-TPI counter	-7	8	-5	0	-5
FadD28 binding	-0.1	-1.0	-0.8	0.9	0.2
BioA inh	1.8	nt	-1.8	0.9	-0.5
Mtb FBA inh	-3	1	6	1	2
Rv3671c inh	-2	4	4	-3	nt
CCHF vOTU inh	-6	12	9	0	5

#36 Cc1ccc(NC(=O)CC2C(=O)OCC3CCCCN32)cc1Cl (stereo not given)
#37 Cn1c(SCC(=O)Nc2nccs2)nnc1-c1ccco1
#38 O=C(O)c1[nH]c2ccccc2c1C(c1ccccc1)c1c(C(=O)O)[nH]c2ccccc12
#39 COc1nc2ccccc2c(=O)n1OCC(C)C
#40 Oc1ccc(C[C@@H]2CNC(=S)N2CCc2cc(C(F)(F)F)cc(C(F)(F)F)c2)cc1

assay / entry	36	37	38	39	40
Mtb UGM inh	4.4	0.5	0.7	-1.5	2.5
BoNT F protease	-1	6	?	-3	-6
VHR inh abs	-10	0	2	1	-20
MazF activator	4	3	-10	8	4
GDH-TPI counter	5	-1	11	-8	-1
FadD28 binding	0.3	-1.3	22*	-0.3	-5.7
BioA inh	-0.9	0.1	-0.1	-0.7	1.1
Mtb FBA inh	0	1	2	2	-5
Rv3671c inh	-7	0	-3	-3	-10
CCHF vOTU inh	4	9	18	14	13

#41 COc1ccc(-c2coc3cc(O)ccc3c2=O)cc1OC
#42 O=C(Cc1c(Cl)cccc1Cl)Nc1ccncc1
#43 O=C(c1cc([N+](=O)[O-])cc([N+](=O)[O-])c1)N1CCCc2ccccc21
#44 CCCSc1nnc(CNS(=O)(=O)c2ccc(C)cc2)n1C
#45 CC(NC(=O)CCCc1nnc2n(C)c(=O)c3sccc3n12)c1ccccc1 (stereo not given)

assay / entry	41	42	43	44	45
Mtb UGM inh	0.3	-3.3	-1.4	-3.0	-2.9
BoNT F protease	-1	6	0	1	4
VHR inh abs	7	2	22	10	18
MazF activator	0	-11	9	0	-38
GDH-TPI counter	21	2	-3	1	12
FadD28 binding	1.8	-4.2	-3.0	-0.9	-1.2
BioA inh	-0.3	1.3	nt	-0.3	1.4
Mtb FBA inh	17	-2	3	0	8
Rv3671c inh	-3	nt	-2	5	-4
CCHF vOTU inh	-6	14	6	-8	9

#46 CCN1CCN(Cc2nnc(-c3ccccc3)o2)CC1
#47 CN(C)C(C)(C)C#CCC(c1ccccc1)c1ccccc1
#48 Cc1cccc(C(=O)N2CCCC(CCC(=O)N3CCN(c4ccccn4)CC3)C2)c1C (stereo not given)
#49 COc1ccc(C(=O)NCc2nnc(SCC(=O)NCc3ccco3)o2)cc1
#50 O=C(O)c1cc(-c2ccco2)nc2ccccc12

assay / entry	46	47	48	49	50
Mtb UGM inh	-1.5	1.7	-0.1	4.0	0.3
BoNT F protease	7	1	-2	2	-1
VHR inh abs	10	7	25	-20	8
MazF activator	7	1	1	8	-2
GDH-TPI counter	-4	0	-1	7	26
FadD28 binding	nt	-6.2	0.2	-3.0	2.3
BioA inh	-1.2	nt	0.9	-1.3	-0.2
Mtb FBA inh	1	0	8	1	181*
Rv3671c inh	1	1	-9	1	10
CCHF vOTU inh	-10	1	9	11	-116

#51 O=C(CCCCCNC(=O)c1ccccc1)N/N=C/c1ccc(F)cc1
#52 O=C(O)c1cccc(-n2nnnc2SCc2ccccc2Cl)c1
#53 CC(NCCC(c1ccccc1)c1ccccc1)c1ccccc1 (stereo not given)
#54 CO/N=C/c1cccn1-c1nccc(OC)c1C#N
#55 CCC(CO)Oc1cc(NCc2ccc(O)cc2)c2ncn(C(C)C)c2c1 (stereo not given)
#56 CCn1c(SCc2nc3ccccc3c(=O)[nH]2)nnc1-c1ccncc1

assay / entry	51	52	53	54	55	56
Mtb UGM inh	-0.5	-4.0	-0.3	0.6	-1.2	-0.8
BoNT F protease	-3	0	-12	-1	-1	-5
VHR inh abs	24	13	-7	17	nt	-14
MazF activator	5	2	14	-3	7	5
GDH-TPI counter	0	-10	-6	2	1	4
FadD28 binding	-2.1	-4.6	-0.8	-1.6	-2.8	0.7
BioA inh	5.6	nt	0.6	nt	-0.3	0.0
Mtb FBA inh	5	1	0	2	0	1
Rv3671c inh	4	-6	5	7	-4	0
CCHF vOTU inh	-5	-3	8	6	-4	-2

Structures shown so far with a furan ring, fused or not, in the order listed:
#15 Cc1ccc(C(=O)N/C(=C\c2ccc(-c3cc(Cl)ccc3Cl)o2)C(=O)NCc2cccnc2)cc1
#22 CC(=O)Cc1nsc(NC(=O)c2ccco2)n1
#28 O=C(COc1cccc2c1CCN(Cc1ccccc1)C2=O)NCc1ccco1
#32 C[C@H](NC(=O)C1CCN(S(=O)(=O)c2ccccc2)CC1)C(=O)NCc1ccco1
#37 Cn1c(SCC(=O)Nc2nccs2)nnc1-c1ccco1
#49 COc1ccc(C(=O)NCc2nnc(SCC(=O)NCc3ccco3)o2)cc1
#50 O=C(O)c1cc(-c2ccco2)nc2ccccc12

assay / entry	15	22	28	32	37	49	50
Mtb UGM inh	-0.4	0.7	1.9	0.8	0.5	4.0	0.3
BoNT F protease	-4	-5	-2	10	6	2	-1
VHR inh abs	16	0	-1	17	0	-20	8
MazF activator	-20	14	0	-3	3	8	-2
GDH-TPI counter	40*	1	-4	8	-1	7	26
FadD28 binding	0.3	-5.1	-3.7	-1.0	-1.3	-3.0	2.3
BioA inh	nt	-0.9	5.6	nt	0.1	-1.3	-0.2
Mtb FBA inh	9	-2	-5	1	1	1	181*
Rv3671c inh	-26	5	-16	4	0	1	10
CCHF vOTU inh	1	-14	-10	12	9	11	-116
